# APE1 inh: qHTS Assay for Inhibitors of the Human Apurinic/apyrimidinic Endonuclease 1 (APE1); Potency, µM (highest dose often 65.8 µM), for the others: top-dose activity change, negative = inhibition, hits mostly inhibitors; AID 2517, 2012; recombinant APE1, TAMRA/BHQ-2 abasic DNA cleavage fluorescence; actives 0.35% (n = 350,000); DNA repair nuclease/redox regulator APEX1 (Homo sapiens), P27695;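 also: potency is read from the fitted curve at half-maximal effect; plate controls were vehicle for no effect and reference inhibitor for full effect; nearly all actives have a fitted effect of over 55% in size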
#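 Kinetic fluorescence read (525 ex/598 em nm, three reads 60 s apart) of AP-site incision; signal = third minus first read. Enzyme 0.75 nM, dual-labelled THF duplex 50 nM, compound preincubation 15 min RT.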
# Pol eta inh: qHTS for Inhibitors of Polymerase Eta. actives 1.2% (n = 390,000). recombinant Pol eta, fluorescent DNA replication assay. AID 588591, 2011. Potency, µM (top dose mostly 114 µM), for inactives: at the highest dose activity change, negative = inhibition, hits mostly inhibitors. DNA polymerase eta (Homo sapiens), Q9Y253; also: potency is read from the fitted curve at half-maximal effect; % is scaled to controls: 0 for no effect and ±100 for the full control effect
#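 Pol eta at 10 nM preincubated with compounds 15 min at room temperature; reaction started with fluorescent substrate (50 nM final) and read kinetically at 0 and 10 min.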
# LDHA inh: qHTS assay for inhibitors of human lactate dehydrogenase; activity change, % (values are at about 110 or 230 µM); actives 0.15% (n = 480,000); L-lactate dehydrogenase A chain (Homo sapiens), P00338; AID 1347041, 2019; purified LDHA, NADH/diaphorase-resazurin fluorescence; stronger effect = lower value; in the data active = activity change below about -30%; inconclusive = mostly about -25% to -30%;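 also: plate controls were DMSO wells for no effect and wells without enzyme for full effect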
#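 LDH5 2 nM; NADH 0.06 mM, pyruvate 0.2 mM; 200 mM Tris pH 7.4, EDTA, Tween-20; 5 min RT. Detection: diaphorase 0.133 mg/mL + resazurin 37 µM, fluorescence ex540/em590 at 0 and 20 min; normalized to enzyme-free and DMSO wells.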
# POLK inh: qHTS for Inhibitors of Polymerase Kappa | DNA polymerase kappa (Homo sapiens), Q9UBT6 | purified Pol kappa, fluorescent DNA synthesis assay, 10 min | Potency, µM (titrated, usually from 107 µM), inactives show top-dose activity, negative = inhibition, hits mostly inhibitors | actives 0.53% (n = 400,000); also: potency is read from the fitted curve at half-maximal effect; % is scaled to controls: 0 for no effect and ±100 for the full control effect
# Target sequence (Q9UBT6 whole entry, looked up): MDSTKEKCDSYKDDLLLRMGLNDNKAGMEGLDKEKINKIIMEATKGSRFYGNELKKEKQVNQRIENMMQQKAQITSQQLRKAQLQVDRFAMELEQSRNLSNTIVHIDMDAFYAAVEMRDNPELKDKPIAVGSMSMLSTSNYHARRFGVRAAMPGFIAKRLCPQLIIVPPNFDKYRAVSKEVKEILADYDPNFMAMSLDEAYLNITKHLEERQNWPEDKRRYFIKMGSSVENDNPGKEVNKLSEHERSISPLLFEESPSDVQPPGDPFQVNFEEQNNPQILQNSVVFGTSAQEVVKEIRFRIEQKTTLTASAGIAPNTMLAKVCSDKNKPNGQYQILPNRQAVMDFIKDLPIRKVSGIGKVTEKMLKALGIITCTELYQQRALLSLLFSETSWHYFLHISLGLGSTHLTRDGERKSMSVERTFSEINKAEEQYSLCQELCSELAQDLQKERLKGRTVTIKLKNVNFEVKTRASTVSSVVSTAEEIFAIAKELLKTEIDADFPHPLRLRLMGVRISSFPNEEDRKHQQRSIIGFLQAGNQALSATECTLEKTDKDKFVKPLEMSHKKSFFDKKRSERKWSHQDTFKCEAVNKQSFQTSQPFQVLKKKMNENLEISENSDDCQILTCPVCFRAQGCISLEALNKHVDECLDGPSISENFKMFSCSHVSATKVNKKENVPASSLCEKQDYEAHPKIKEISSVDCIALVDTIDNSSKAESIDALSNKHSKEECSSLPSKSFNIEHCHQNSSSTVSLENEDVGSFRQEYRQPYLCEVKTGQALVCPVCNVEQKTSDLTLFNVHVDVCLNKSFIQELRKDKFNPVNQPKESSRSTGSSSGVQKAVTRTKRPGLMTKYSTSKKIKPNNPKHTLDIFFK
#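 10 nM Pol kappa was preincubated with compounds for 15 min at room temperature. Reaction started with 50 nM (final) substrate. Fluorescence read kinetically at 0 and 10 min.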
# BLM helicase inh: qHTS Assay for Inhibitors of Bloom's syndrome helicase (BLM); actives 0.2% (n = 350,000); AID 2528, 2010; recombinant BLM DNA unwinding, fluorescence dequenching; Potency, µM (top dose mostly 56.1 µM), without a hit: at the top dose activity change, negative = inhibition, actives largely listed as inhibitors; RecQ-like DNA helicase BLM (Homo sapiens), P54132;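 also: potency is read from the fitted curve at half-maximal effect; plate controls were vehicle for no effect and no enzyme for full effect; nearly all actives have a fitted effect of over 35% in size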
# Pol iota inh: qHTS for Inhibitors of Polymerase Iota; DNA polymerase iota (Homo sapiens), Q9UNA4; Pol iota fluorescent replication assay, 10 min; Potency, µM (series often up to 115 µM), for the others: at the highest dose activity, negative = inhibition, usual class: inhibitors; actives 1% (n = 390,000); also: potency is read from the fitted curve at half-maximal effect
#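 Pol iota at 10 nM preincubated 15 min with compounds at room temperature; reaction started with fluorescent substrate, 50 nM final. Fluorescence read kinetically at 0 and 10 min; buffer-only wells as negative control.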
# Apoferritin bind: qHTS Assay for Identification of Novel General Anesthetics | Ferritin light chain (Equus caballus), P02791 | apoferritin/1-aminoanthracene competitive binding, fluorescence | Potency, µM (highest dose often 77.5 µM), for the others: top-dose activity change, negative = displacement, most hits filed as inhibitors | actives 0.074% (n = 350,000) | AID 485281, 2010; also: potency is read from the fitted curve at half-maximal effect; % is scaled to controls: 0 for no effect and ±100 for the full control effect; nearly all actives have a fitted effect of over 20% in size
# Target sequence (P02791 2-175 limits assumed): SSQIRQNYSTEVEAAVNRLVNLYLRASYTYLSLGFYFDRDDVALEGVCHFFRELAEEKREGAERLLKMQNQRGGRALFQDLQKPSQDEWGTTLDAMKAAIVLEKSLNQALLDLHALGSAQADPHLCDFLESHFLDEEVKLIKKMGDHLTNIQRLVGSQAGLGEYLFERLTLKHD
#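 Read-out: endpoint 1-AMA fluorescence, excitation 380 nm and emission 535 nm, after compounds sit 10 min at room temperature with 10 uM horse-spleen apoferritin in 50% saturated 1-AMA/PBS. Values come from four-parameter Hill fits.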
# GRP78 ERSR act: qHTS for Inducers of the Endoplasmic Reticulum Stress Response (ERSR) in Human Glioma: qHTS; U87-MG GRP78 promoter luciferase reporter, 16 h; Potency, µM, for the others: top-dose activation, most hits filed as activators; actives 0.02% (n = 420,000); AID 602332, 2012; also: potency is read from the fitted curve at half-maximal effect; series mostly up to about 76 µM; % of control where 0% means no effect; nearly all actives have a fitted effect of over 35% in size
#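 Stably transfected U87-MG human glioma cells carrying a GRP78-based luminescent sensor were seeded at 1000 cells/well, pin-dosed with compounds and incubated 16 h. Luciferase reagent was then added, and end-point luminescence was read after 10 min at room temperature.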
# Pol beta inh: qHTS Assay for Inhibitors of DNA Polymerase Beta. P06746. Pol beta primer extension/strand displacement, fluorescence kinetic. Potency, µM (titrated, usually from 114 µM), inactives show at the top dose activity change, negative = inhibition, actives largely listed as inhibitors. actives 1.3% (n = 340,000); also: potency is read from the fitted curve at half-maximal effect; % is scaled to controls: 0 for no effect and ±100 for the full control effect
#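 Reaction started by 50 nM substrate onto compound-treated Pol beta (10 nM, 15 min preincubation, room temperature); plates read at 0 min and 10 min. Normalized concentration-effect data fitted by four-parameter Hill equation.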
# * marks the source's active call; other numbers are inactive results; ? = inconclusive; / = no result given; [ ] = another dose, or the depositor's remark. Unless noted, calls follow the shape of the dose curve; as a rule, active = well fitted curve in the direction sought with a large enough effect; inconclusive = small, poorly fitted or top-dose-only effect, or another doubt; inactive = no such curve, though single readings can be large; an effect the other way counts as inactive or inconclusive. Some of the compounds tested. The share of hits here may be higher or lower than overall.
# Values run as follows: Apoferritin bind | LDHA inh | GRP78 ERSR act | Pol eta inh | Pol iota inh | Pol beta inh | BLM helicase inh | APE1 inh | POLK inh
c1ccc(CCn2cnc3ccccc32)cc1
 : -13% | -1 | 5% | -8% | 5% | 3% | 0% | -12% | 12%
CCOc1cc(/C=C2\C(=O)ON=C2C)ccc1OCc1ccccc1
 : -6% | -3 | -4% | ? | 15% | -19% | -4% | ? | 3%
O=C1Nc2ccccc2C1(O)c1ccccc1O (centres undefined)
 : 16% | -2 | 1% | -2% | -30% | 2% | -2% | -7% | -12%
COc1ccc(NC(=O)c2c(NCc3ccc(N(C)C)cc3)sc3c2CCC3)cc1
 : -3% | 1 | -3% | -6% | -5% | 8% | -4% | / | -9%[60.1 µM]
CN(C)c1cc(NC(=O)CNC(C)(C)C)c2ccccc2n1
 : -2% | ? | -5% | 1% | -9% | 21% | 85%[activator] | -5% | 13%
O=C(NNS(=O)(=O)c1ccccc1[N+](=O)[O-])c1ccccc1Cl
 : -5% | 3 | -3% | -11% | -15% | 17% | -1% | 5% | 8%
CCc1ccc(S(=O)(=O)Nc2ccc(Br)cn2)cc1
 : -11% | -5 | -4% | -8% | -21% | 9% | -4% | -16% | -13%
COc1cccc(/C=N\NC(=O)Cn2nnc3ccccc32)c1O
 : ? | 13 | -2% | 7% | 5% | 14% | -5% | -2% | -7%
OCC1(Cc2ccccc2F)CCCN(CCc2ccccc2)C1 (centres undefined)
 : -19% | -1 | -3% | -13% | 32%[activator] | 2% | 0% | 22% | 7%
CN1C(=O)c2ccccc2Sc2ccc(NC(=O)c3ccc(C#N)cc3)cc21
 : ? | 1 | 1% | -28% | 17% | 0% | -6% | / | -2%[60.1 µM]
CCCn1c(SCC(=O)NCc2ccccc2)n[nH]c1=O
 : -3% | 1 | -4% | -25% | 158%[activator] | 9% | -4% | -4% | -18%
FC(F)(F)c1cc(C(F)(F)F)c2ccc(N/N=C/c3cccc(Cl)c3)nc2n1
 : -9% | / | / | / | / | 42% | -4% | -6% | /
Cc1ccc(-c2noc(CCC(=O)N3CCN(c4cccc(C(F)(F)F)c4)CC3)n2)cc1
 : 15% | 2 | -4% | -20% | 6% | ? | -14% | ? | -12%
O=C(Cn1c(-c2ccccc2)c[n+]2ccsc12)c1ccccc1
 : -8% | -5 | 2% | -4% | 5% | 32% | -8% | ? | -13%
Cc1ccccc1N1CCN(C(=O)c2cccnc2)CC1
 : / | 3 | 0% | -13% | 10% | / | / | / | 5%

# Exported with each value named: 4 of the compounds above.
> Cc1ccc(-c2noc(CCC(=O)N3CCN(c4cccc(C(F)(F)F)c4)CC3)n2)cc1
  Apoferritin bind = 15%; LDHA inh = 2; GRP78 ERSR act = -4%; Pol eta inh = -20%; Pol iota inh = 6%; Pol beta inh = ?; BLM helicase inh = -14%; APE1 inh = ?; POLK inh = -12%
> CN(C)c1cc(NC(=O)CNC(C)(C)C)c2ccccc2n1
  Apoferritin bind = -2%; LDHA inh = ?; GRP78 ERSR act = -5%; Pol eta inh = 1%; Pol iota inh = -9%; Pol beta inh = 21%; BLM helicase inh = 85%[activator]; APE1 inh = -5%; POLK inh = 13%
> CCc1ccc(S(=O)(=O)Nc2ccc(Br)cn2)cc1
  Apoferritin bind = -11%; LDHA inh = -5; GRP78 ERSR act = -4%; Pol eta inh = -8%; Pol iota inh = -21%; Pol beta inh = 9%; BLM helicase inh = -4%; APE1 inh = -16%; POLK inh = -13%
> CCCn1c(SCC(=O)NCc2ccccc2)n[nH]c1=O
  Apoferritin bind = -3%; LDHA inh = 1; GRP78 ERSR act = -4%; Pol eta inh = -25%; Pol iota inh = 158%[activator]; Pol beta inh = 9%; BLM helicase inh = -4%; APE1 inh = -4%; POLK inh = -18%

# Some of the entries so far, in CSV form.
SMILES,Apoferritin bind,LDHA inh,GRP78 ERSR act,Pol eta inh,Pol iota inh,Pol beta inh,BLM helicase inh,APE1 inh,POLK inh
O=C(NNS(=O)(=O)c1ccccc1[N+](=O)[O-])c1ccccc1Cl,-5%,3,-3%,-11%,-15%,17%,-1%,5%,8%
CCc1ccc(S(=O)(=O)Nc2ccc(Br)cn2)cc1,-11%,-5,-4%,-8%,-21%,9%,-4%,-16%,-13%

# Next part.
# Values run as follows: Apoferritin bind | LDHA inh | GRP78 ERSR act | Pol eta inh | Pol iota inh | Pol beta inh | BLM helicase inh | APE1 inh | POLK inh
Cc1ccc(-c2nc(N)n(C(=O)c3cccs3)n2)cc1
 : -6% | -2 | -5% | -19% | 209%[activator] | 7% | -3% | -6% | -10%
O=C1C(=O)N(Cc2cccnc2)C(c2cccc(F)c2)/C1=C(/O)c1ccc2c(c1)OCO2 (centres undefined)
 : -3% | -3 | 1% | 3% | -16% | 8% | -8% | 57%[activator] | -7%
CCc1nnc(NS(=O)(=O)c2ccc(NC(=S)NC(=O)c3ccccc3)cc2)s1
 : 1% | -12 | -2% | -9% | 6% | 7% | 5% | 3% | -1%
Cc1nn(C)c(C)c1/C=C(/C(=O)C(C)C)n1cncn1
 : -7% | -1 | -2% | -4% | -12% | 13% | 0% | -4% | 12%
N#Cc1cccnc1N1CCN(C(=O)c2ccc3c(c2)S(=O)(=O)c2ccccc2C3=O)CC1
 : / | -4 | -4% | -20% | -18% | / | / | / | -2%
Cc1ccc(C(O)(C(=O)NN(C(=O)c2ccccc2)c2ccccc2)c2ccc(C)cc2)cc1
 : -2% | -4 | -3% | -19% | 7% | -16% | 3% | -4% | -8%
COc1ccc(-c2ccc(=O)n(CC(=O)NCC3COCCO3)n2)cc1 (centres undefined)
 : / | -12 | 0% | -6% | 17% | / | / | -6% | -5%
CCCCNC(=O)C1CCN(c2nc3ccc(C)cc3[nH]2)CC1
 : -3% | -3 | 0% | -1% | 18% | 14% | -1% | / | -4%[60.1 µM]
Cn1nnc(NC(=S)NC(=O)c2cccc3ccccc23)n1
 : -7% | -3 | -3% | 2% | ? | 9% | 3% | 21% | -14%
Cc1ccc(C)c(Cn2c(=O)n(CCCC(=O)NCc3ccc4c(c3)OCO4)c(=O)c3sccc32)c1
 : -1% | -9 | -7% | -14% | -5% | -2% | -6% | / | -20%
Cc1ccc([N+](=O)[O-])cc1NC(=O)CN1CCC(C)CC1
 : -14% | -7 | -1% | -14% | 67%[activator] | 2% | 1% | 3% | -3%
CC1(C)CC(=O)C2=C(C1)OC(N)=C(C#N)C21C(=O)N(CN2CCOCC2)c2ccccc21 (centres undefined)
 : -9% | -2 | 0% | 5% | 2% | 16% | 1% | 0% | -1%
Cc1cccc(N2CC3=C(C2=O)C(c2ccccc2)NC(=O)N3C)c1 (centres undefined)
 : -10% | 4 | -2% | -4% | -4% | 9% | -2% | -2% | -6%
NC(=O)C1CC(=O)N(Cc2ccc3c(c2)OCO3)C(=Nc2ccccc2)S1 (centres undefined)
 : -14% | 4 | -1% | 4% | -12% | 0% | -8% | -1% | -12%
CCN(Cc1ccccc1)C(c1ccncc1)c1nnnn1C(C)(C)C (centres undefined)
 : 0% | -4 | -3% | -2% | 142%[activator] | -23% | 1% | 2% | 9%
COc1cc(OC)c(N(C)C(=O)c2c(C)oc3ncn(CC(C)C)c(=O)c23)cc1Cl
 : -6% | -3 | 0% | -21% | 18% | 13% | 1% | / | -3%
N/C(=N\OC(=O)CCCN1C(=O)c2ccccc2C1=O)c1ccc(Cl)cc1
 : -10% | -9 | -2% | 8% | 9% | 30% | -2% | -2% | 5%
CCCOc1cccc(C2c3c(oc4cc(C)c(C)cc4c3=O)C(=O)N2CCCN2CCOCC2)c1 (centres undefined)
 : ? | 2 | -3% | -25% | 0% | -13% | 3% | / | -13%
CCOc1ccc(NC(=O)CN2CCN(C(=O)c3ccco3)CC2)cc1S(=O)(=O)N1CCCC1
 : / | 1 | -6% | -8% | 7% | / | / | 4% | -4%
CC(=O)Nc1cccc(NC(=O)COc2ccccc2C)c1
 : -7% | 2 | 4% | -4% | 12% | -1% | 5% | -6% | 6%
CCN(CC)CCNC(=O)c1ccc(NC(=O)Cc2ccccc2F)cc1
 : -17% | -7 | -5% | -16% | 77%[activator] | 7% | 2% | -3% | -13%
Cc1ccc(NS(=O)(=O)c2csc(C(N)=O)c2)cc1C
 : -15% | -3 | -3% | -12% | 136%[activator] | 4% | -3% | 65%[activator] | -2%
CC1CCC(Nc2nc3c(-c4cccc(C(F)(F)F)c4)nnn3c3ccccc23)CC1 (centres undefined)
 : -1% | 4 | -4% | -32% | 26% | -2% | -9% | / | -11%
CCOC(=O)N1CCC(NC(=O)c2cn(-c3ccc(OC)cc3)c(=O)c3ccccc23)CC1
 : 5% | -5 | -5% | 0% | 7% | -1% | -2% | 2% | -5%
COc1ccccc1-c1nn(Cc2ccccc2)cc1C(=O)N1CCN(c2ncccn2)CC1
 : / | -7 | -5% | -10% | 23% | / | / | 12% | 0%
CCOC(=O)C1(C)/C(=N/Nc2ccc(Cl)cc2)C(=O)C(=O)N1c1ccccc1 (centres undefined)
 : -23% | 25 | 0% | -12% | -3% | -6% | -2% | -3% | -2%
COc1ccccc1C1CC(c2cccs2)=Nc2ccccc2S1 (centres undefined)
 : -8% | -5 | ? | 5% | ? | -2% | -11% | -10% | -4%
Cn1nccc1C(=O)NCc1ccc2c(c1)CCN2C(=O)c1ccc(F)cc1
 : -5% | -2 | -4% | -19% | 18% | 2% | 2% | / | -7%[60.1 µM]
COc1cc2nc(SCC(=O)Nc3ccc(F)cc3)n3nc(CCn4c(C)nc5ccccc54)nc3c2cc1OC
 : 49%[activator] | 4 | -2% | -10% | 8% | 14% | -7% | / | 13%

# From PubChem
